High-throughput results: PubChem BioAssay, National Center for Advancing Translational Sciences (NCATS)
USP2a block: inhibitors of human ubiquitin-specific protease USP2a; O75604; USP2 core, Ub-CHOP2 coupled fluorogenic reporter, 485/531; Potency, µM (series often up to 38.3 µM), inactives show top-dose activity change, negative = inhibition, most hits filed as inhibitors; 0.01% of 330,000 active; AID 463254;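 also: potency is read from the fitted curve at half-maximal effect; plate controls were DMSO wells for no effect and full inhibition by NEM control for full effect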
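Deubiquitinase activity read as fluorescence (485/531 nm) after Ub-CHOP2 cleavage activates the enterokinase reporter on its substrate; USP2 core 10nM, Ub-CHOP2 and substrate 25nM each, 30min compound preincubation then 60min RT; data normalized to NEM, curves fitted.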
GALK inh: blocks human galactokinase activity | P51570 | Purified GALK, Kinase-Glo residual ATP luminescence | Potency, µM (highest dose often 57.5 µM), inactives show at the highest dose activity change, negative = inhibition, most hits filed as inhibitors | 0.007% of 270,000 active; also: potency is read from the fitted curve at half-maximal effect; % is scaled to controls: 0 for no effect and ±100 for the full control effect
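ATP-depletion format; final 35 uM ATP, 100 uM D-galactose, 5 nM enzyme; pH 8.0 HEPES/Mg2+ buffer; 60 min RT; luminescence read 10 min after detection reagent.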
KCNH2 3.1 block: blocks the human KCNH2 3.1 channel isoform; U2OS KCNH2 3.1, thallium flux FluxOr; stronger effect = lower value; activity change, % (tested at about 1.8 µM); 0.95% of 340,000 active; AID 720553;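 active = maximum activity change below -70%; inconclusive = maximum activity change from -70% to -50%; inactive = maximum activity change above -50%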;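 also: thallium influx rate constant from kinetic fluorescence after stimulation buffer; % is scaled to controls: 0 for no effect and ±100 for the full control effect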
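Normalized rate constant (relative to positive and negative DMSO controls) derived from a 2 min kinetic fluorescence read after stimulation; U2OS cells expressing the 3.1 isoform via virus at 1.77 x 10^8 /mL.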
PKM2 act: activators of human pyruvate kinase M2. P14618. 0.34% of 260,000 active. AID 1631. Potency, µM (series often up to 57.5 µM), without a hit: at the top dose activation, hits mostly activators. purified PKM2, Kinase-Glo ATP luminescence, activation; response scale: 0% is enzyme alone, no compound; also: potency is read from the fitted curve at half-maximal effect; % is scaled to controls: 0 for no effect and ±100 for the full control effect; nearly all actives have a fitted effect of over 55% in size
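ATP formation by purified human PK-M2, quantified via coupled luciferase luminescence after 1 h at room temperature with 0.1 mM ADP and 0.5 mM PEP final.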
B2AR arrestin: agonists driving beta-arrestin recruitment to human beta2-adrenergic receptor; Potency, µM (highest dose often 46.1 µM), for the others: at the highest dose activation, usual class: activators; 0.02% of 330,000 active; P07550; AID 492947; beta-arrestin recruitment to beta2AR, cell-based reporter;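 also: potency is read from the fitted curve at half-maximal effect; 0% = DMSO controls and full agonism = EC100 isoproterenol or metaproterenol; nearly all actives have a fitted effect of over 65% in size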
TRPV1 agonist: human TRPV1 agonism; TRPV1-expressing cells, Fluo-8 calcium influx, agonist mode; activation, % at 8.33 µM; 0.19% of 320,000 active; AID 540275; in the data active = activation above about 80%; inconclusive = between about 30% and that limit; also: 0% is about no effect
Target sequence (Q8NER1 whole entry, looked up): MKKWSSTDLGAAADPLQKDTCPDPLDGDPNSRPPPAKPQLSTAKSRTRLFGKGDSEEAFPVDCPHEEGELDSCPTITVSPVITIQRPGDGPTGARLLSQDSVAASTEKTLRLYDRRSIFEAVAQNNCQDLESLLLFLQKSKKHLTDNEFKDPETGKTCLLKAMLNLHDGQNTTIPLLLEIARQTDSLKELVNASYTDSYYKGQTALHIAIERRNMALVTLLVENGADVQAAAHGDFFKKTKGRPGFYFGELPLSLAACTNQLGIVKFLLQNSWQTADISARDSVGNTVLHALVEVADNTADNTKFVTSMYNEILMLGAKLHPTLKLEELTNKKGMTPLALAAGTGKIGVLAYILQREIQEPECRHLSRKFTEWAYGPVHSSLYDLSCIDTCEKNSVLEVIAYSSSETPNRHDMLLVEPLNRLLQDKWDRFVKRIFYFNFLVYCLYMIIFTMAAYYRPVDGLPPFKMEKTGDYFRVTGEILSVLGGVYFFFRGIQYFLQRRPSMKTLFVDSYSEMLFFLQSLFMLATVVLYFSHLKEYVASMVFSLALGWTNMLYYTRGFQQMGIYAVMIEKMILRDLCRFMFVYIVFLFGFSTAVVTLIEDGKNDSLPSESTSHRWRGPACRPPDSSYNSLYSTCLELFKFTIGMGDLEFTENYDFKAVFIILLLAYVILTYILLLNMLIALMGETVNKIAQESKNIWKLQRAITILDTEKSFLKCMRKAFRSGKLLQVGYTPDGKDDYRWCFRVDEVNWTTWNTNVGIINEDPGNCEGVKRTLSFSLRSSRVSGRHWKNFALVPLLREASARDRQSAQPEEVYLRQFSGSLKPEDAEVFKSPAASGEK
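Fluo-8 calcium influx in TRPV1-expressing cells, kinetic read (ex 480/em 520 nm). Compound added and read 3 min for agonist activity, followed by capsaicin at EC20 final and 2 min further read for enhancement.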
KCNH2 WT inh: blocks the wildtype human KCNH2 potassium channel | Q12809 | U2OS, BacMam KCNH2, thallium flux FluxOr; stronger effect = lower value | activity change, % at 1.84 µM | 0.37% of 340,000 active;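 active = maximum activity change below -70%; inconclusive = maximum activity change between -70% and -50%; inactive = maximum activity change above -50%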; also: % is scaled to controls: 0 for no effect and ±100 for the full control effect
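U2OS cells were transduced with wild-type KCNH2 virus (2.03 x 10^8 / mL) for 4 h at room temperature, then cultured overnight at 37 C. Thallium flux was read with FluxOr dye. Rate constants were normalized to DMSO controls.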
Menin-MLL TR inh: displaces Texas Red mutant MLL peptide from human menin; 0.23% of 270,000 active; O00255; AID 1768; Menin + Texas Red MLL mutant peptide, fluorescence polarization; Potency, µM (doses to about 61.6 µM), inactives show top-dose FP activity change, negative = inhibition, hits mostly inhibitors; active = well fitted inhibition curve with a large enough effect in the polarisation, with a control signal flat, not every such curve was filed as active; inconclusive = small, poorly fitted or top-dose-only effect, or effect the other way, or a change in a side signal; inactive = no such curve, though single readings can be large or run the other way; the % refers to the polarisation; also: potency is read from the fitted curve at half-maximal effect; % of control where 0% means no effect; many of its hits are not listed in these tables
Giardia killer: Giardia lamblia killing; Giardia lamblia trophozoite viability; activity change, % at 7.66 µM, hits read low; 0.15% of 340,000 active; in the data active = activity change below about -80%; inconclusive = between about -30% and that limit;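 also: parasites exposed to compound for two days anaerobically before the ATP read; % is scaled to controls: 0 for no effect and ±100 for the full control effect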
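Killing of trophozoites was scored by loss of ATP luminescence after a 48 hrs anaerobic exposure to compounds at 37 deg C, using 100 cells per well.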
Coupling enz: inhibits coupling enzyme system, counter-screen for aldolase hits. coupling enzyme system counterscreen, AmpLite Red fluorescence. activity change, negative = inhibition, % at 58.2 µM, hits read low. 0.67% of 290,000 active. AID 2472; in the data active = activity change below about -30%; also: % is scaled to controls: 0 for no effect and ±100 for the full control effect
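Activity here indicates interference with the coupling reaction, not aldolase inhibition. Compounds at 57.5 uM final met coupling enzymes for 10 min at RT; substrate and AmpLite Red detection followed, with a 525/598 nm fluorescence read after 20 min.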
MLL CXXC-DNA inh: blocks binding of human MLL CXXC domain to DNA; Q03164; MLL-CXXC / FITC-HOXA9 DNA fluorescence polarization; Potency, µM (titrated, usually from 115 µM), without a hit: at the highest dose activity change, negative = inhibition, most hits filed as inhibitors; 0.037% of 290,000 active; AID 2662; active = well fitted inhibition curve with a large enough effect in the polarisation, with a control signal flat, not every such curve was filed as active; inconclusive = small, poorly fitted or top-dose-only effect, or effect the other way, or a change in a side signal; inactive = no such curve, though single readings can be large or run the other way; the % refers to the polarisation; also: potency is read from the fitted curve at half-maximal effect
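Purified MLL-CXXC (added from a 7 uM solution) was preincubated 5 min at ambient with pinned compounds in 50 mM Tris-HCl pH 7.5, 50 mM NaCl, 1 mM DTT, 0.05% BSA. Fluorescein-labeled HOX-A9 DNA (50 nM solution) followed, 30 min, then polarization read.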
* marks the source's active call; other numbers are inactive results; i = inactive; ? = inconclusive; nt = not tested or not shown. Unless noted, calls follow the shape of the dose curve; as a rule, active = well fitted curve in the direction sought with a large enough effect; inconclusive = small, poorly fitted or top-dose-only effect, or another doubt; inactive = no such curve, though single readings can be large; an effect the other way counts as inactive or inconclusive. An excerpt; rates above refer to the full screens.

#1 O=C(CN1CCN(S(=O)(=O)c2ccccc2F)CC1)Nc1ccccc1C(=O)c1ccccc1
#2 C=CCO/N=C/C1=C(O)C(C(=O)OC)C(C)(C)CC1=O (stereo not given)
#3 CN(C)c1cccc2c(S(=O)(=O)N3CCOCC3)cccc12
#4 N#CCC(=O)Nc1ccc(C(=O)OCC(=O)Nc2ccccc2-c2ccccc2)cc1
#5 Cc1ccc(C(=O)C2=C(O)C(=O)N(Cc3ccco3)C2c2cccc(Br)c2)o1 (stereo not given)
#6 COc1ccc(Oc2nnc(-c3ccc(C)cc3)c3ccccc23)cc1

assay / compound	1	2	3	4	5	6
USP2a block	-5%	12%	-1%	3%	0%	1%
GALK inh	2%	1%	-2%	3%	-5%	1%
KCNH2 3.1 block	-32	0	2	3	nt	-2
PKM2 act	4%	1%	2%	-2%	4%	-7%
B2AR arrestin	0.1%	0.1%	0.0%	0.0%	-0.3%	0.0%
TRPV1 agonist	-2	1	4	0	-2	3
KCNH2 WT inh	nt	nt	-10	-8	nt	-7
Menin-MLL TR inh	4%	10%	26%	-13%	-1%	-23%
Giardia killer	-1	-6	-5	-4	-11	1
Coupling enz	-7	0	-20	0	-12	4
MLL CXXC-DNA inh	?	4%	3%	4%	-23%	-18%

#7 CCC(c1nnnn1C1CCCC1)N1CCN(c2ccccc2F)CC1 (stereo not given)
#8 Cn1c(=O)[nH]c2sc3c(c2c1=O)CC(C)(C)OC3
#9 O=C(NCc1cccnc1)c1c[nH]c2cc3c(cc2c1=O)OCCO3
#10 CCOc1ccc(NC(=O)C(=O)NCCN2CCN(S(=O)(=O)c3ccc(C)cc3)CC2)cc1
#11 O=C(CCc1nc2ccccc2c(=O)[nH]1)NCC(=O)Nc1ccc(F)c(F)c1
#12 CCc1ccc(CNC(=O)CCCC(=O)n2nc(C)c3ccccc32)cc1

assay / compound	7	8	9	10	11	12
USP2a block	0%	-1%	3%	-5%	4%	-4%
GALK inh	-5%	0%	1%	-2%	nt	6%
KCNH2 3.1 block	-6	31	12	-40	4	20
PKM2 act	3%	-3%	-3%	nt	nt	4%
B2AR arrestin	-0.6%	-0.1%	0.0%	0.5%	0.4%	4.0%
TRPV1 agonist	4	-1	-4	-1	-2	19
KCNH2 WT inh	-13	-2	-3	-2	4	-4
Menin-MLL TR inh	?	5%	-7%	0%	nt	7%
Giardia killer	3	-7	-15	2	-3	-20
Coupling enz	0	0	-1	1	nt	1
MLL CXXC-DNA inh	-5%	2%	0%	-4%	nt	0%

#13 COc1cc(Cl)c(C)cc1NC(=O)COC(=O)/C=C/c1c(C)nn(C2CCS(=O)(=O)C2)c1Cl (stereo not given)
#14 CC(C)C[C@@H](COc1ccccc1)N1CCN(CCc2ccccc2)CCC1=O
#15 CC(C)(C)C(=O)Nc1sc2c(c1-c1nc3ccccc3[nH]1)CCCC2
#16 CN1CCc2c(sc(NC(=O)c3ccc(C(=O)c4ccccc4)cc3)c2C(N)=O)C1
#17 Cc1cc(/C=C2\C(=N)N3N=C(S(C)(=O)=O)SC3=NC2=O)c(C)n1Cc1ccccc1
#18 Cc1cccc(NC(=O)COC(=O)c2cccs2)c1C

assay / compound	13	14	15	16	17	18
USP2a block	-7%	-7%	1%	3%	1%	1%
GALK inh	8%	nt	0%	-2%	-3%	-1%
KCNH2 3.1 block	-8	-96*	-16	-36	23	-2
PKM2 act	0%	1%	0%	2%	-32%	-6%
B2AR arrestin	-0.1%	0.5%	-0.5%	-0.4%	-0.1%	0.1%
TRPV1 agonist	2	26	?	2	6	-5
KCNH2 WT inh	-5	-20	-3	20	2	5
Menin-MLL TR inh	12%	9%	?	17%	?	-2%
Giardia killer	-18	-11	3	-1	-3	1
Coupling enz	4	-1	1	-1	13	5
MLL CXXC-DNA inh	-6%	-5%	10%	26%	-12%	9%

#19 COC(=O)c1c(NC(=O)COC(=O)c2ccccn2)sc(C)c1C
#20 O=C(CCN1C(=O)C2C3CC(C(Br)C3Br)C2C1=O)OCC(=O)c1cccc([N+](=O)[O-])c1 (stereo not given)
#21 O=c1/c(=C/c2ccccn2)sc2nc3ccccc3n12
#22 CCOc1nc(-c2ccccc2)ccc1-c1noc(COc2ccccc2)n1
#23 COc1ccc(-c2nc3c(c(SCC(=O)N4CCOCC4)n2)Cc2c(CO)cnc(C)c2O3)cc1
#24 COc1ccc(C)cc1S(=O)(=O)Nc1cccc(Cl)c1

assay / compound	19	20	21	22	23	24
USP2a block	4%	-1%	4%	-3%	-3%	0%
GALK inh	nt	0%	9%	-1%	5%	-1%
KCNH2 3.1 block	9	0	-20	-1	17	-1
PKM2 act	nt	nt	-5%	3%	nt	26%
B2AR arrestin	0.1%	0.1%	-1.0%	-0.1%	-0.3%	0.0%
TRPV1 agonist	-3	-1	0	25	5	15
KCNH2 WT inh	12	5	-1	-12	-19	-18
Menin-MLL TR inh	nt	12%	9%	10%	-10%	14%
Giardia killer	16	-8	-4	11	10	-23
Coupling enz	nt	-2	0	0	-3	-2
MLL CXXC-DNA inh	nt	2%	?	9%	-9%	0%

#25 COc1ccc(NC(=O)CNC(=O)C23CC4CC(CC(C4)C2)C3)c(OC)c1
#26 CC(=O)C1=C(O)CC(c2ccccc2)CC1=NCCc1c(C)[nH]c2ccc(C)cc12 (stereo not given)
#27 CN1CCN(c2ccccc2NC(=O)C(Cc2ccccc2)n2cccc2)CC1 (stereo not given)
#28 COc1ccc(N(CC(=O)Nc2ccc(S(=O)(=O)N3CCOCC3)cc2)S(=O)(=O)c2ccc(F)cc2)cc1
#29 Cc1ccc(NC(C#N)c2ccccc2OCc2ccccc2)cc1 (stereo not given)
#30 CCCN(CC(=O)Nc1cc(Cl)ccc1Cl)C(=O)/C=C/c1ccco1

assay / compound	25	26	27	28	29	30
USP2a block	0%	2%	-6%	8%	0%	-4%
GALK inh	nt	nt	-4%	1%	0%	0%
KCNH2 3.1 block	9	-23	1	-2	-1	11
PKM2 act	nt	5%	0%	7%	8%	12%
B2AR arrestin	-0.3%	0.1%	-0.7%	-0.4%	-0.7%	-0.3%
TRPV1 agonist	-5	13	0	-5	1	?
KCNH2 WT inh	17	-6	40	4	5	-11
Menin-MLL TR inh	nt	0%	-3%	?	26%	-5%
Giardia killer	0	-5	-7	0	10	-14
Coupling enz	nt	8	-5	1	-12	-9
MLL CXXC-DNA inh	nt	7%	-6%	-3%	3%	-11%

#31 CC(NC(=O)CSCc1ccccc1Br)c1ccccc1 (stereo not given)
#32 CN(CCO)c1ccc(-c2n[nH]c(=O)c3ccccc23)cc1[N+](=O)[O-]
#33 O=C(OC1CCCCC1=O)c1cc(=O)c2ccccc2o1 (stereo not given)
#34 O=C(NCCN1CCOCC1)c1ccc(CS(=O)(=O)Cc2ccccc2F)o1
#35 CN(C)c1nc(C(N)=O)nc(N2CCOCC2)n1
#36 CC1CCCCN1C(=O)Cn1c(=O)oc2cc(S(=O)(=O)N3CCCC3)ccc21 (stereo not given)
#37 CC(=O)N(C)/C=C1\Sc2ccccc2C1=O
#38 COC(=O)c1ccc(Cn2cc(C(F)(F)F)cc([N+](=O)[O-])c2=O)cc1
#39 Cc1ccc2nc(/C(C#N)=C/c3ccccc3C(=O)O)[nH]c2c1

assay / compound	31	32	33	34	35	36	37	38	39
USP2a block	-1%	0%	1%	1%	3%	2%	-4%	3%	-1%
GALK inh	2%	-1%	0%	0%	3%	nt	-2%	-1%	-1%
KCNH2 3.1 block	-14	-8	-18	-1	4	3	-8	-4	1
PKM2 act	-1%	nt	-22%	-1%	1%	1%	-2%	3%	-1%
B2AR arrestin	-0.5%	-0.7%	-0.2%	0.0%	3.2%	0.5%	-0.1%	0.4%	0.0%
TRPV1 agonist	?	0	2	4	-1	-1	-1	1	-2
KCNH2 WT inh	-4	-7	-7	16	1	4	6	i	27
Menin-MLL TR inh	-1%	-8%	12%	5%	0%	?	?	-7%	14%
Giardia killer	-9	-16	-3	8	0	-3	-27	-95*	10
Coupling enz	2	-4	2	-1	-1	1	6	0	-1
MLL CXXC-DNA inh	3%	0%	16%	-8%	15%	-1%	6%	0%	-23%
